Bioassay records as filed in PubChem BioAssay.
TrxR1 substrate = rat thioredoxin reductase 1 substrate activity | Potency, µM (titrated, usually from 114 µM), for inactives: at the top dose activity change, negative = substrate turnover | AID 588456 | purified TrxR1 substrate turnover, NADPH consumption readout | 0.01% of 390,000 active | O89049; note: potency is the fitted concentration of half-maximal effect; % is set by controls: 0 for no effect and ±100 for the full control effect; nearly all actives have a fitted effect of over 50% in size
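Rat TrxR1, dispensed at 90 nM, was prereduced with 400 uM NADPH (final) for 5 min at ~22 deg C, then incubated with compound 15 min before 400 uM selenite. A first-read NADPH fluorescence drop versus no-compound background flagged substrates.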
GRP78 ERSR act = ER stress response induction in glioma | U87-MG GRP78 promoter luciferase reporter, 16 h | Potency, µM, inactives show at the top dose activation, actives largely listed as activators | 0.02% of 420,000 active; note: potency is the fitted concentration of half-maximal effect; series mostly up to about 76 µM; % of control where 0% means no effect; nearly all actives have a fitted effect of over 35% in size
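ERSR induction read as luciferase luminescence (Bright-Glo, 10 min at room temperature) in stably transfected human U87-MG glioma cells exposed to compounds for 16 h, using GRP78 as sensor.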
RGS4 inhibitor = human RGS4 inhibition. P49798. Transcreener GDP fluorescence polarization, RGS4-accelerated GTP hydrolysis. Potency, µM (doses to about 114 µM), inactives show at the highest dose activity change, negative = inhibition, actives largely listed as inhibitors. 0.039% of 390,000 active. AID 504845; note: potency is the fitted concentration of half-maximal effect; % is set by controls: 0 for no effect and ±100 for the full control effect; nearly all actives have a fitted effect of over 75% in size; some results filed as inactive show a strong effect at the top dose
Target sequence (P49798 whole entry, looked up): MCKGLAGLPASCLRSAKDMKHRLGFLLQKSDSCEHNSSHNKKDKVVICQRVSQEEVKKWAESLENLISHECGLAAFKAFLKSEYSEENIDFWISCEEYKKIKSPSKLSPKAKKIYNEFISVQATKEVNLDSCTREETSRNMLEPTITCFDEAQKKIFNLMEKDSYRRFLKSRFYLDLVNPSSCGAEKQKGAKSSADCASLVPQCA
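MLSMR compounds (23 nl, pin-transferred) preincubated 10 min at room temperature with a 500nM (2x) first reagent, then RGS4 at 900nM (2x) plus Transcreener GDP mix added; fluorescence polarization (620/688 nm) read before and after 90 min at 30 °C.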
LDHA inh = LDHA (human) enzyme inhibition; activity change, % (values are at about 110 or 230 µM); 0.15% of 480,000 active; purified LDHA, NADH/diaphorase-resazurin fluorescence; active compounds read low; P00338; in the data active = activity change below about -30%; inconclusive = mostly about -25% to -30%;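 note: plate controls were DMSO wells for no effect and wells without enzyme for full effect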
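Resorufin fluorescence (ex540/em590), read at 0 and 20 min after diaphorase/resazurin addition, reports the NADH left after a 5 min room-temperature reaction of 2 nM human LDH5 with 0.06 mM NADH and 0.2 mM pyruvate.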
USP1 inh = USP1/UAF1 (human) deubiquitinase inhibition; O94782; recombinant USP1/UAF1, Ub-Rhodamine cleavage fluorescence; Potency, µM (titrated, usually from 57.1 µM), without a hit: at the highest dose activity change, negative = inhibition, hits mostly inhibitors; 0.23% of 390,000 active; AID 743255; note: potency is the fitted concentration of half-maximal effect; % is set by controls: 0 for no effect and ±100 for the full control effect; nearly all actives have a fitted effect of over 60% in size; inactives centre near -12
Target sequence (O94782 whole entry, looked up): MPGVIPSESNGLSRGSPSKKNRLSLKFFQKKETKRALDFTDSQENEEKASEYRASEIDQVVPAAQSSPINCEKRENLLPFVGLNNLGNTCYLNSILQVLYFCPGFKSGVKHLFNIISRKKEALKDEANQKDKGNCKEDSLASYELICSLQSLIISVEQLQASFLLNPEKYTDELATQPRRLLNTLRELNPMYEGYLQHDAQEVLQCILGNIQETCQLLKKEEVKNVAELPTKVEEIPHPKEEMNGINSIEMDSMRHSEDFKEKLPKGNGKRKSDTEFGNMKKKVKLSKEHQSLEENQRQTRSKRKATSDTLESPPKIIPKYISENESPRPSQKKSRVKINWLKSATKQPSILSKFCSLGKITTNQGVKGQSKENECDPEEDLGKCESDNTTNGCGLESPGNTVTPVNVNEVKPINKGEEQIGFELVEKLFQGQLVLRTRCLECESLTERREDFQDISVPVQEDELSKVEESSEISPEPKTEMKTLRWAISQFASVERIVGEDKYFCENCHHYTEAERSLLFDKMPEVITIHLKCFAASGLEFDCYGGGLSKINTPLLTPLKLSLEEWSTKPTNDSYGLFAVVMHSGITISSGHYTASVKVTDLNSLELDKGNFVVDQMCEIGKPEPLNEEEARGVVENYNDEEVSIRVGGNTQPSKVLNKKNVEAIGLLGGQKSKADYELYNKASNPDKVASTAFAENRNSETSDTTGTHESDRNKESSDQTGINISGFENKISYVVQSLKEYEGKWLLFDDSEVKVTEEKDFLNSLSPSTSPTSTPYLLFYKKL
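USP1/UAF1 complex at 1 nM was preincubated with compound for 15 min at room temperature, then Ub-Rho substrate (150nM final) was added. Fluorescence (480/540 nm) was read kinetically, 6 reads every 60 seconds.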
rTrxR1 inhibitor = inhibitors of rat thioredoxin reductase 1 | 1% of 390,000 active | Potency, µM (doses to about 114 µM), without a hit: at the top dose activity change, negative = inhibition, usual class: inhibitors | recombinant rTrxR1, NADPH fluorescence consumption, selenite substrate | O89049; note: potency is the fitted concentration of half-maximal effect; % is set by controls: 0 for no effect and ±100 for the full control effect; nearly all actives have a fitted effect of over 65% in size
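Rat TrxR1 (90 nM in the dispensed reagent) was pre-reduced with 400 uM NADPH for 5 min at room temperature, then incubated with compound for 15 min. After 400 uM selenite was added, NADPH fluorescence (Ex 340/Em 450 nm) was followed for 8 min.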
Vif-A3G inh = blocks the Vif interaction with human APOBEC3G. Q9HC16. HeLa A3G-eYFP + Vif (tagged APOBEC3G with the HIV-1 protein that degrades it), YFP fluorescence, overnight. Potency, µM (doses to about 46.1 µM), for the others: at the highest dose activity, negative = active, hits mostly inhibitors. 0.076% of 410,000 active;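 note: potency is the fitted concentration of half-maximal effect; % is set by controls: 0 for no effect and ±100 for the full control effect; nearly all actives have a fitted effect of over 60% in size; hits raise eYFP signal because A3G escapes Vif-driven loss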
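Read-out is eYFP fluorescence (Ex 488/Em 500-530) from Vif-expressing HeLa A3G-eYFP cells; more signal means A3G escaped Vif-mediated degradation. Cells plated overnight, compound pinned in, incubated overnight at 37 deg C.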
Vif-A3F inh = blocks the Vif interaction with APOBEC3F; HeLa A3F-eYFP + Vif (tagged APOBEC3F with the HIV-1 protein that degrades it), YFP fluorescence increase; Potency, µM (series often up to 46.1 µM), without a hit: at the highest dose activity, negative = active; 0.2% of 390,000 active; note: potency is the fitted concentration of half-maximal effect; % of control where 0% means no effect; nearly all actives have a fitted effect of over 65% in size
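HeLa cells stably expressing Vif plus C-terminally eYFP-tagged A3F were seeded, incubated overnight at 37 deg C, dosed with compound, incubated overnight again at 37 deg C. Yellow fluorescence (Ex 488/Em 500-530) reported blocked Vif-mediated A3F-eYFP degradation.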
IDH1 R132H inh = human IDH1 R132H inhibition. 0.093% of 390,000 active. Potency, µM (highest dose often 76.6 µM), for the others: at the highest dose activity change, negative = inhibition, usual class: inhibitors. IDH1-R132H enzyme, NADPH consumption, diaphorase/resazurin fluorescence; note: potency is the fitted concentration of half-maximal effect; % is set by controls: 0 for no effect and ±100 for the full control effect; nearly all actives have a fitted effect of over 65% in size
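IDH1-R132H (0.5 ug/mL) preincubated 30 min with compound, then NADPH (0.016 mM) and alpha-KG (2 mM) added; 80 min at RT, pH 7.5. Remaining NADPH coupled via diaphorase/resazurin to fluorescence (540/590 nm); concentration-response curves normalized to no-enzyme control.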
The depositor's hits bear a star; ? = inconclusive; . = not tested or not shown; & = joins results of further samples; [ ] = dose if it differs, or a comment. Unless noted, calls come from the whole dose curve; as a rule, active = well fitted curve in the direction sought with a large enough effect; inconclusive = small, poorly fitted or top-dose-only effect, or another doubt; inactive = no such curve, though single readings can be large; an effect the other way counts as inactive or inconclusive. The list is partial. The share of hits here may be higher or lower than overall.

structure | LDHA inh | GRP78 ERSR act | Vif-A3F inh | TrxR1 substrate | USP1 inh | rTrxR1 inhibitor | IDH1 R132H inh | Vif-A3G inh | RGS4 inhibitor
Cc1ccc(-n2ncc(C(=O)N(C)Cc3ccccc3)c2-n2cccc2)cc1 | 1 | -2% | 0% | -8% | 3% | 11% | 5% | 1% | 13%
CCOC(=O)c1c(Cc2ccc(Cl)cc2)c[nH]c1C | 1 | 4% | 1% | -1% | -16% | 15% | 7% | -293% | 9%
CC1=CCC2C(=O)N(c3ccc(OC(=O)c4ccco4)cc3)C(=O)C2C1 (stereo not drawn) | -2 | -5% | -3% | -3% | -9% | 10% | 7% | -10% | -15%
OCC1(Cc2ccc(Cl)cc2)CCN(Cc2ccc3nsnc3c2)CC1 | -2 | -5% | 9% | -5%[57.1 µM] | -15% | -5%[57.1 µM] | 7% | 0% | -2%
Nc1nonc1-c1noc(-c2ccccc2)n1 | -5 | 2% | 0% | 6% | -2% | 4% | -1% | 0% | 19%
COc1ccc(C2=CC(=O)OC(C)(c3ccccc3)O2)cc1 (stereo not drawn) | 7 | -3% | -4% | -5% | -13% | ? | 6% | ? | 2%
CCC(C)C(NC(=O)C1CCC(C)CC1)C(=O)NCc1cccnc1 (stereo not drawn) | -12 | -2% | -8% | 0% | -19% | 4% | -1% | -1% | 20%
O=C(CCCN1C(=O)C(c2ccccc2)Oc2cccnc21)NCc1ccccc1F (stereo not drawn) | -4 | -6% | -5% | -3% | -13% | 19% | 5% | 3% | -3%
COc1cccc(-c2cc3c(=O)n(-c4ccccc4)c(=S)[nH]c3s2)c1 | -7 | 1% | 2% | -7% | -8% | ? | 0% | -11% | -49%
Cc1cc(Cl)c(OCCOCCN2CCNCC2)c(Cl)c1 | 0 | -1% | -11% | 2% | -20% | 18% | 2% | 6% | 4%
O=C(Nc1ccc2c(c1)OCCO2)c1ccccc1Cl | -3 | -9% | -7% | . | -23% | . | 16% | -6% | .
O=C(Nc1ccccc1Cl)OCC#CCOC(=O)Nc1ccccc1Cl | 0 | -7% | 2% | . | -27% | . | -4% | 2% | .
CN1c2ccccc2-c2nc3ccccc3n2C1c1ccccn1 (stereo not drawn) | -4 | 1% | -2% | 142%[activator][57.1 µM] | -16% | 29%[57.1 µM] | 6% | 0% | -14%
CC1CCN(Cc2nnnn2CCCC(=O)NC(c2ccccn2)C(F)(F)F)CC1 (stereo not drawn) | 1 | -2% | -5% | 4% | -22% | 0% | 0% | 3% | -25%
CC(C)(C)c1ccc(/C=C/C(=O)Nc2ccncc2)cc1 | 2 | 12% | -3% | 7%[57.1 µM] | -30% | 12%[57.1 µM] | 3% | -5% | -14%
Cc1cccc(-n2c(CNC(=O)c3ccc(S(=O)(=O)N4CCCCC4)cc3)n[nH]c2=S)c1 | -3 | 2% | -8% | 5% | -5% | 0% | -2% | 2% | -26%
CCOC(=O)C1=C(CS(=O)(=O)c2ccc(C)c(C)c2)NC(=O)NC1c1ccc(O)cc1 (stereo not drawn) | 19&-4 | 1% | 8% | 6% | -21% | 16% | 6% | -1% | 11%
Cc1nc2sccn2c(=O)c1CCN1CCC(=C(c2ccccc2)c2ccc(F)cc2)CC1 | . | -4%&-6% | . | 0%[57.1 µM] | . | -4%[57.1 µM] | . | . | ?
O=C(CN1C(=O)C2CCCCC2C1=O)Nc1nc2ccc(F)cc2s1 (stereo not drawn) | -5 | 1% | ? | -7%[57.1 µM] | -7% | -1% | -11% | 1% | 17%
Cc1ccc(NC(=S)N(Cc2ccco2)C(C)c2cccs2)cc1 (stereo not drawn) | 0 | -3% | 0% | 2% | -22% | 6% | -6% | -2% | 1%
COCc1cc(C)nc(Nc2ccccc2C)c1C#N | 2 | -2% | -6% | -2% | -10% | 5% | 2% | 3% | -43%
CCN(CC)C(=O)CNc1ccc(C(F)(F)F)cc1[N+](=O)[O-] | -1 | -4% | -22% | -1% | -19% | 1% | 0% | 2% | -3%
CC(c1ccc(F)cc1)n1c(-c2ccc3ccccc3n2)n[nH]c1=S (stereo not drawn) | -5 | -4% | -11% | 7% | ? | ? | 3% | -1% | -7%
COC(=O)c1sccc1NC(=O)c1cc(-c2cccc(C)c2)nc2ccccc12 | -4 | 0% | ? | 15% | -7% | 13% | -1% | 2% | 32%
Cc1ccc(CNC(=O)Nc2ccc(OC(F)(F)F)cc2)n1C | -1 | 1% | -3% | -6% | -20% | ? | -7% | -3% | 12%
COC(=O)C1N[C@@H]([C@@H](NC(=O)COc2ccccc2)C(=O)NCc2ccc(OC)cc2)SC1(C)C (stereo partly drawn) | -3 | -5%&-1% | 3% | 7%[57.1 µM] | -7% | 5%[57.1 µM] | -3% | -6%&-1% | 13%
CCOc1ccccc1CNC(=O)c1ccc(NC(=O)C2=C(C)OCCS2)cc1 | -13 | 0% | 5% | -4% | ? | 13% | 0% | -8% | -10%[56.9 µM]
CSc1nc2cc(C)nn2c(-c2ccccc2Cl)c1C#N | -5 | -5% | -1% | 12% | -23% | 34% | 1% | -2% | -7%
COc1ccc([C@H]2CC(=O)C=C(c3ccc4c(c3)OCO4)C2)cc1OC | -2 | -4% | -18% | -5% | -6% | 23% | 3% | 0% | 16%
COc1cc(CN2CCN(Cc3ccccc3C(F)(F)F)CC2)cc(OC)c1OC | -21 | -6% | 6% | 2%[57.1 µM] | -19% | 6%[57.1 µM] | 3% | 0% | 4%
CCNC(=O)C1CC(=O)N(CCCc2ccccc2)C(=Nc2ccccc2)S1 (stereo not drawn) | -4 | -6% | -18% | -14% | -23% | -16% | 2% | 1% | -7%
CCN1C(=O)/C(=C/N(C)C)c2ccccc21 | -4 | -3% | 1% | -11% | -8% | -23% | -4% | 0% | 45%
CC(O)CC(C)O (stereo not drawn) | -10 | 0% | 0% | 2% | -5% | 9% | -5% | -2% | 8%
C=C(C(=O)c1ccccc1)C(c1ccccc1)C(C)C(=O)c1ccccc1 (stereo not drawn) | -4 | -5% | -13% | -7% | -28% | -1% | 3% | -28% | -18%
Cc1ccc(C(=O)NCc2ccc3c(c2)CCO3)cc1C | -1 | -3% | 10% | 1% | -27% | 15% | 8% | 1% | 6%
Cc1cccc(NC(=O)c2cc3n(n2)C(C(F)(F)F)CC(c2ccc4c(c2)OCO4)N3)c1 (stereo not drawn) | 6 | -5% | -11% | -3% | -17% | 8% | 4% | 3% | 4%
CC1CCc2c(sc3nnn(Cc4ccccc4)c(=O)c23)C1 (stereo not drawn) | -4 | -1% | -1% | -4% | -16% | 8% | -12% | -1% | -7%
Cc1c(Cl)c(=O)n2c(=O)c(Cl)c(C)n12 | -4 | -5% | -7% | 40%[activator] | -17% | ? | 0% | 0% | 8%
Cc1ccc(OCC(=O)Oc2ccc(C)c(C)c2)cc1 | -3 | -7% | -13% | -9% | -5% | 1%[57.1 µM] | 8% | 3% | 21%
COc1cc(NC(=O)CN2C(=O)NC3(CCOc4ccccc43)C2=O)cc(OC)c1 (stereo not drawn) | 0 | -3% | -5% | -1% | -20% | 16% | -11% | -6% | 24%
Cc1cccc(-n2c(Cc3ccccc3)n[nH]c2=S)c1 | -2 | -1% | -12% | 8% | -7% | -5% | -8% | 0% | -26%
Cc1ccc(NC(=O)Cn2c(=O)n(Cc3ccco3)c(=O)c3sc4ccccc4c32)c(C)c1 | 3 | -4% | -7% | 7% | -18% | 20% | -2% | 0% | 9%
CCOC(=O)/C=C/C(=O)Nc1ccc(S(=O)(=O)Nc2nccs2)cc1 | -3 | -3% | -2% | -2%[57.1 µM] | -21% | -5%[57.1 µM] | -2% | 6% | -29%
CN(CC(=O)Nc1ccccc1Cl)CC(=O)Nc1c(F)cccc1F | 1 | 1% | 14% | -16%[57.1 µM] | -22% | 22%[57.1 µM] | 6% | -2% | -10%
O=C1c2ccccc2C(=O)N1OCc1ccccc1 | -2 | -5% | -1% | 2% | -5% | 4% | 8% | 1% | 25%
Cc1cc2c(cc1C)C(=O)C(=O)N2 | 1 | -1% | 3% | -10% | -4% | -16% | 2% | -4% | -2%
CC(=O)C1=C(c2ccc(F)cc2)N(C(C)=O)n2c(nnc2C2CCCCC2)S1 | -5 | -1% | ? | 8%[57.1 µM] | 7% | 15%[57.1 µM] | ? | -5% | -16%
COc1cccc(C2Nc3cccc4cccc(c34)N2)c1 | 9 | 3% | 13% | -8% | -19% | ? | 22% | -6% | -21%
CCOc1ccc(C(=O)CCC(=O)NCC(=O)Nc2c(C)cccc2C)cc1 | -1 | 3% | -5% | -2% | -17% | 14% | -3% | -1% | 1%
Fc1ccc(N2CCN(c3ncnc4c3nc3n4CCCCC3)CC2)cc1 | -3 | -2% | -1% | -5% | -8% | 7% | 5% | 4% | -5%
CN1C2CCC1CC(NC(=O)CSCc1ccc(Cl)cc1Cl)C2 (stereo not drawn) | -2 | -4% | 24% | 8% | -13% | 25% | 8% | -4% | 9%
CCn1cc(S(=O)(=O)N2CCN(Cc3cccc(Cl)c3)CC2)cn1 | -4 | -3% | 5% | 7%[57.1 µM] | 0% | 15%[57.1 µM] | -2% | -5% | -3%
CCCCCCN1C[C@H](n2cc(-c3ccc(F)cc3)nn2)[C@@H](O)C[C@@H]1c1ccc(OC)cc1 | 0 | -7% | -22% | . | 3% | . | -4% | -5% | .
Cc1nn(C)c(Oc2ccccc2)c1CCNS(=O)(=O)c1ccccc1 | -3 | -6% | 0% | -7% | 1% | -3% | 21% | -12% | 21%
